# Diaph act CS: counter-screen for diaphorase-based assays: diaphorase activators and chemical reducers; activation factor at 20 µM; Diaphorase/resazurin coupled assay, resorufin fluorescence, 16 min; stronger effect = higher value; 1 = vehicle wells, 0 = NADH-free wells; actives 0.005% (n = 190,000);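 active means diaphorase activity raised at least twofold by the compound at 20 µM; inactive means activation factor below 2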
#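 Test system: Clostridium kluyveri diaphorase, purified enzyme. Buffer or medium: 50 mM HEPES pH 7.4 buffer plus MgCl2 and Tween 20. Also added: 0.114 mM NADH and 0.1 mM resazurin, final amounts. Dosing: compound 20 µM once, DMSO 1%. Schedule: 16 min enzyme reaction, ambient temperature. Detection: fluorescence of resorufin, 544 nm excitation, 590 nm emission.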
# TNAP inh noacc: inhibitors of human TNAP without phosphate acceptor; P05186; purified TNAP, CDP-star luminescence, 30 min; inhibition, % at 20 µM; actives 0.26% (n = 200,000);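 active means tissue-nonspecific alkaline phosphatase inhibition above about 50% at 20 µM in the single-dose screen, limit read from the data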;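 further: 0% = DMSO negative control and 100% = EDTA positive control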
# Target sequence (P05186 whole entry, looked up): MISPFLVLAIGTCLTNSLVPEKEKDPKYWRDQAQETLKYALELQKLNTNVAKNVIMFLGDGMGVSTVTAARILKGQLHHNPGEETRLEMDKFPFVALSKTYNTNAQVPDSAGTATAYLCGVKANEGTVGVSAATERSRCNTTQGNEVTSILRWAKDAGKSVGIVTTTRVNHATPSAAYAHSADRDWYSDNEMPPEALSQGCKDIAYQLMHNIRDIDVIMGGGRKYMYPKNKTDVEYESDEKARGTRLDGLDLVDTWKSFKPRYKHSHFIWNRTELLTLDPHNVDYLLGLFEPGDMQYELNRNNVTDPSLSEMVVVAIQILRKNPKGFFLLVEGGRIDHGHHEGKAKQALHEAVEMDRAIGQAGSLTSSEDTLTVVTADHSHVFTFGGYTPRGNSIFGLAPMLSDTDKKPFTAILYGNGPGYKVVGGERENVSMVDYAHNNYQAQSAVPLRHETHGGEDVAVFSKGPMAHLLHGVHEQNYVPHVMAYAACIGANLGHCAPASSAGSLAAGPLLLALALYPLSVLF
# bIAP act: intestinal alkaline phosphatase (bovine) activation. activation factor at 20 µM. AID 1016. purified bovine IAP, CDP-star luminescence, 30 min; stronger effect = higher value; fold of DMSO-control signal, blank-subtracted. actives 0.17% (n = 200,000);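 active means activation factor of 2 or more at 20 µM, a signal rise over negative controls twice the positive control's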
# L major viab: reduces viability of Leishmania major promastigotes; resazurin fluorescence viability; inhibition, % at 10 µM; actives 9% (n = 200,000); AID 1063; in the data active means inhibition above about 50%;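 further: promastigotes grown with compound for 44 hours at 28 °C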
# TNAP act hiacc: activators of human TNAP at high phosphate acceptor concentration | activation factor at 20 µM | purified TNAP, CDP-star luminescence, 1 M DEA, 30 min; stronger effect = higher value; 0 = EDTA background, 1 = DMSO-only activity | 200,000 tested, under 10 active | P05186;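 active means activation factor at least 2 at 20 µM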
#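 Assay system: human TNAP; Input: enzyme diluted 1/800 final; Reagent: CDP-star luminogenic substrate at 100 µM final; Timing: 30 min, room temperature; Signal: luminescence; Evaluation: TNAP activation factor scaled between EDTA and DMSO control wells.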
# bIAP inh: intestinal alkaline phosphatase (bovine) inhibition | purified bovine IAP, CDP-star luminescence, 30 min | inhibition, % at 20 µM | 190,000 tested, under 10 active;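 active means over 50% inhibition of intestinal alkaline phosphatase at 20 µM in the single-dose screen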
#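 Incubation: 30 min reaction at room temperature / Material: purified bovine intestinal alkaline phosphatase (IAP) enzyme / Input: enzyme at 1/65,000,000 dilution / Dosing: 20 µM single dose / Signal: CDP-star luminescence signal / Reagent: CDP-star chemiluminescent phosphatase substrate, 30 µM final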
# TNAP inh hi DEA: blocks human TNAP under high phosphate acceptor concentration. P05186. purified TNAP, CDP-star luminescence, 1 M DEA. inhibition, % at 20 µM. actives 0.03% (n = 200,000). AID 1135;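 active means over 50% inhibition of tissue-nonspecific alkaline phosphatase at 20 µM in the single-dose screen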;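 further: plate controls were DMSO wells for no effect and EDTA-quenched wells as full inhibition for full effect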
# PMI act: activators of human phosphomannose isomerase. activation factor at 20 µM. actives 0.005% (n = 190,000). purified human PMI, coupled resazurin fluorescence, 20 min; stronger effect = higher value; 1 = vehicle control, 0 substrate-free wells;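 active means activation factor of 2 or more at 20 µM, relative to plate controls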
# Target sequence (P34949 whole entry, looked up): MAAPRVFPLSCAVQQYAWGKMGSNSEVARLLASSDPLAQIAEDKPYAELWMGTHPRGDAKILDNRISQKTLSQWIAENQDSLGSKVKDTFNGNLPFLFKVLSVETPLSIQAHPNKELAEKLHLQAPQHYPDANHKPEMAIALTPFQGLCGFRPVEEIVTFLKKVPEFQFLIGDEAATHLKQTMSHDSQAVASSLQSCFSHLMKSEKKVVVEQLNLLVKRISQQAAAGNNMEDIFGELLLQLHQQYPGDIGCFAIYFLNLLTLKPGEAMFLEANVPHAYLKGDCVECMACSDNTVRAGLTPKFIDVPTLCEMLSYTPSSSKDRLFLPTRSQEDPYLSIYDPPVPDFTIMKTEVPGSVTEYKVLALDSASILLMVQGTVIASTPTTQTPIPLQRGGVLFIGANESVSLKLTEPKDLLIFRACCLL
# PMI act satM6P: increases human PMI activity with near-saturating mannose 6-phosphate. P34949. coupled PMI enzyme assay, resazurin fluorescence, 20 min; stronger effect = higher value; 1 = untreated enzyme, 0 = substrate-free blank. activation factor at 20 µM. actives 0.34% (n = 190,000). AID 1216;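 active means activation factor of 2 or more at 20 µM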
#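 Test system: human phosphomannose isomerase with PGI, G6PDH, diaphorase coupling enzymes; amount: 15 ng/mL PMI; incubation: enzyme reaction with compound 20 min at room temperature; technique: resorufin fluorescence (Ex 544/Em 590 nm) from resazurin via diaphorase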
# Diaph inh CS: diaphorase inhibition or chemical oxidation counter-screen | diaphorase resazurin-to-resorufin fluorescence, NADH, 16 min; bacterial (C. kluyveri) enzyme, not human | inhibition, % at 20 µM | actives 0.69% (n = 190,000) | AID 1217;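 active means primary screen inhibition at 20 µM above a set limit, cut at about 50% in these data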;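 further: plate controls were DMSO with full reaction for no effect and wells lacking NADH for full effect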
#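 controls = No-NADH positive control and DMSO neutral control | system = Clostridium kluyveri diaphorase enzyme | timing = reaction incubation of 16 min at room temperature | signal = resorufin fluorescence 544/590 nm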
# Numbers without * were called inactive. The order is random; overall some 10% were active at least once.
structure,Diaph act CS,TNAP inh noacc,bIAP act,L major viab,TNAP act hiacc,bIAP inh,TNAP inh hi DEA,PMI act,PMI act satM6P,Diaph inh CS
c1ccc2c(c1)ncn2Cc1nnc2sc(-c3ccncc3)nn12,0.8,8.0,1,7.0,1,-2.2,2.2,0.7,0.9,19.1
O=C(N/N=C/c1ccc[nH]1)c1ccc([N+](=O)[O-])cc1,0.9,-48.9,0.9,79.1*,1,6.0,1.5,0.9,0.9,7.8
Cc1cc(C)nc(NS(=O)(=O)c2ccc(N3C(=O)c4ccccc4C3=O)cc2)n1,0.9,-14.5,1,3.6,1.1,-1.7,-5.5,1,1,8.5
O=C(/C=C/c1ccc(Cl)cc1)N1CCN(c2ncccn2)CC1,0.9,-8.9,0.9,-5.7,1,13.4,-3.1,1,1,5.8
COc1ccc(CCNC(=O)Cn2c(=O)n(CCCC(=O)NCc3ccco3)c(=O)c3sccc32)cc1OC,1,-2.2,1.2,7.0,1,-18.1,-0.4,1,0.9,-0.2
COCCn1c(=NC(=O)c2cc(Cl)sc2Cl)sc2cc(S(N)(=O)=O)ccc21,0.9,-11.3,0.7,1.1,1,26.3,-3.3,0.8,0.9,8.3
CCCNC(=O)COC(=O)c1cc(-c2ccc(OC)cc2)nc2ccccc12,1,-11.4,1.2,16.4,1,-20.0,-0.5,0.9,1,3.5
COc1ccc(/C(O)=C2\C(=O)C(=O)N(Cc3ccco3)C2c2ccc(OC)cc2OC)cc1 (centres undefined),0.8,-1.8,1,-4.1,1,-2.0,-2.9,0.9,0.8,21.2
O=C(NC1CCCC1)C1CCCN(S(=O)(=O)c2ccc(-n3cnnn3)cc2)C1 (centres undefined),0.9,-11.1,1,-9.1,1.1,2.8,-5.1,1.1,1.1,13.2
O=C(c1ccc([N+](=O)[O-])cc1)N1CCc2ccccc2C1,0.9,-7.9,0.6,-5.2,1,38.5,-2.3,1,0.9,9.7
COc1ccc(NC(=O)Nc2ccccc2OC)cc1,0.9,-8.5,0.7,1.6,1,27.2,-3.7,0.9,0.9,13.9
Cc1cc(C)c2c(c1)c(C)cc1nnc(SCC(=O)NCc3ccco3)n12,0.9,-4.9,1.1,0.4,1,-9.6,-3.2,0.9,1,11.1
COc1cc(-c2nc3cnccn3c2Nc2ccc(C)cc2)ccc1O,0.9,-7.3,0.9,20.2,1,11.5,-0.4,0.9,0.9,14.6
COc1ccc(-c2nn3c(-c4ccccc4)nnc3s2)cc1,1,-6.4,1.1,-3.6,1.1,-5.1,-5.4,1.1,1.1,3.3
COc1ccccc1CNC(=O)c1cn(C)c2ccc(S(=O)(=O)N3CCCCC3)cc2c1=O,0.8,-6.2,1.2,4.0,1,-24.0,-2.5,0.9,0.9,16.7
CCOC(=O)c1ccc(NS(=O)(=O)c2ccc(Cl)nc2)cc1,0.9,-5.9,1.2,-5.1,1.1,-15.3,-5.3,1.1,1,13.6
COc1ccc(NC(=O)Cc2coc3cc(C)c(C(C)C)cc23)cc1S(=O)(=O)N1CCOCC1,0.8,-0.7,1,14.0,1,2.4,-0.6,1,0.9,20.0
O=C(NCC1CCCO1)c1ccccn1 (centres undefined),1,-9.2,1,-2.0,1,-1.3,-2.2,1.2,1,0.4
O=C(Nc1cc(N2CCCCC2)ncn1)c1ccccc1,1.1,-9.7,0.8,-1.7,1.1,21.6,-5.0,0.9,1,-14.3
Cc1ccc(Oc2c(F)c(F)nc(N3CCCC3)c2F)cc1,1,-7.1,0.7,39.2,1,32.0,2.4,0.8,0.7,0.0
CCOC(=O)c1c(C)[nH]c(C)c1C(=O)COc1ccc(NC(=O)c2ccco2)cc1,0.7,-21.6,1,12.2,1.1,0.4,-5.5,0.8,0.8,28.7
COc1cccc(OCc2cc(C3Nc4ccccc4C(=O)N3Cc3ccco3)ccc2OC)c1 (centres undefined),0.7,-6.7,1.1,27.4,1,-8.1,-3.2,0.8,0.9,29.0
Cc1nc(NC(=O)c2ccco2)sc1C(=O)Nc1ccc(Br)cc1,0.9,-1.7,0.9,-0.4,1,6.8,-4.2,1,1,9.0
C=CCc1cccc(/C=N/NC(=O)CCC(=O)Nc2ccc(C)cc2)c1O,1.1,-19.4,1.3,-1.5,1,-25.3,3.3,1.1,1.3,-5.3

# Compound profiles (already shown). Order of values: Diaph act CS, TNAP inh noacc, bIAP act, L major viab, TNAP act hiacc, bIAP inh, TNAP inh hi DEA, PMI act, PMI act satM6P, Diaph inh CS
# Shown for COc1cc(-c2nc3cnccn3c2Nc2ccc(C)cc2)ccc1O → 0.9, -7.3, 0.9, 20.2, 1, 11.5, -0.4, 0.9, 0.9, 14.6
# Shown for COc1ccc(NC(=O)Cc2coc3cc(C)c(C(C)C)cc23)cc1S(=O)(=O)N1CCOCC1 → 0.8, -0.7, 1, 14.0, 1, 2.4, -0.6, 1, 0.9, 20.0
# Shown for c1ccc2c(c1)ncn2Cc1nnc2sc(-c3ccncc3)nn12 → 0.8, 8.0, 1, 7.0, 1, -2.2, 2.2, 0.7, 0.9, 19.1
# Shown for Cc1nc(NC(=O)c2ccco2)sc1C(=O)Nc1ccc(Br)cc1 → 0.9, -1.7, 0.9, -0.4, 1, 6.8, -4.2, 1, 1, 9.0
# Shown for O=C(c1ccc([N+](=O)[O-])cc1)N1CCc2ccccc2C1 → 0.9, -7.9, 0.6, -5.2, 1, 38.5, -2.3, 1, 0.9, 9.7

# Next part.
structure,Diaph act CS,TNAP inh noacc,bIAP act,L major viab,TNAP act hiacc,bIAP inh,TNAP inh hi DEA,PMI act,PMI act satM6P,Diaph inh CS
Cc1ccc(NC(=O)Nc2cccc([N+](=O)[O-])c2)nc1,0.9,-6.9,0.8,6.0,1,21.0,-1.3,1.1,1,6.8
Cc1ccccc1NC(=O)CC(O)(C(F)(F)F)C(F)(F)F,0.9,-5.6,1,0.0,1.1,2.7,-7.3,1.1,1.1,5.4
Cc1onc(-c2ccccc2)c1C(=O)NCC1CCCO1 (centres undefined),1,-5.2,0.9,-6.0,1,11.8,-1.8,1,1.1,2.4
O=C(NCCOc1ccccc1)c1ccccc1NC(=O)C1CCCO1 (centres undefined),0.8,-17.2,0.9,12.5,1,7.5,-3.6,1,1,15.0
CSc1ccccc1NC(=O)CN(C)CC(=O)Nc1cccc(Br)c1,0.8,-5.4,1.3,18.6,1,-25.3,-3.6,0.9,0.8,20.3
Cc1ccccc1NC(=O)c1c(C)nc(SCC(=O)OCc2ccccc2)c(C#N)c1-c1ccc(F)cc1,0.9,-11.5,0.9,2.6,1,9.4,-2.9,0.9,1,13.1
COc1ccc2c(c1)c1nc3ccccc3nc1n2CCn1c(=O)oc2ccccc21,0.9,-4.6,0.8,9.5,1,15.4,2.7,0.8,0.8,14.8
CC(NC(=O)CC12CC3CC(CC(C3)C1)C2)C(=O)O (centres undefined),1,-10.6,0.9,-4.8,1,6.7,-4.1,1,1,2.3
Cc1cccc(CSCC(=O)NCc2ccc(S(N)(=O)=O)cc2)c1,0.9,1.5,0.9,-0.2,1,5.0,3.8,0.9,1,12.8
COC(=O)[C@@H](NC(=O)O[C@@H]1C(=O)c2ccc(OC)cc2O[C@H]1c1cccc(C(F)(F)F)c1)C(C)C,0.7,-6.2,0.8,5.5,1.1,15.2,-5.1,0.9,0.8,30.4
COc1cc(NC(=O)c2cc3c(C)nc4ccccc4c3o2)cc(OC)c1OC,1,-6.9,0.9,43.7,1.1,9.8,-8.5,1,1,1.0
NS(=O)(=O)c1ccc(N/C=C\C(=O)c2ccncc2)cc1,1.1,3.9,1.1,-5.8,1,-13.8,1.0,1,1.1,-10.4
CCOC(=O)c1c(C)[nH]c(C)c1C(=O)COC(=O)c1ccc(OC)cc1,0.8,-9.6,1.1,-1.8,1,-11.4,-2.9,1,0.9,20.9
C/C(=N\NC(=O)c1cc(C2CC2)nc2ccccc12)c1ccc(C)s1,1,-11.7,0.8,-2.0,1,16.5,-0.7,1.1,1.2,4.2
O=C(C1=C[C@@H](C2CC2)C[C@@H](OCCCCO)O1)N1CCN(Cc2ccccc2)CC1,0.8,-12.1,1,-9.3,1.1,-3.5,-6.8,0.9,0.9,23.2
O=C(NCCO)c1scc2c1OCCO2,0.9,-9.8,1,-6.0,1,4.9,-1.9,0.9,0.9,7.4
Cn1ncc([N+](=O)[O-])c1C(=O)Nc1ccc2c(c1)OCCO2,0.9,-5.7,1,-0.4,1,-4.8,-3.2,0.7,0.9,10.1
COc1ccc(S(=O)(=O)Nc2cccc(NC(C)=O)c2)cc1,0.8,-6.8,0.9,-4.6,1,5.4,-0.7,0.9,0.9,15.8

# Compound activity deposited in PubChem BioAssay by several laboratories.
